# Assay outcomes as filed in PubChem.
# NR1D1 modulator: modulators of Rev-erb alpha DNA binding, primary screen, biochemical, FITC-DNA, fluorescence polarization, uHTS; Nuclear receptor subfamily 1 group D member 1 (Homo sapiens), P20393; AID 1259318, 2017; activity, % at 10 µM; Rev-erbα–FITC-DNA binding, 90 min; 370,000 tested, 0.79% active;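 active = activity above about 14%, limit read from the data; passing the limit was not always enough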;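 note: 0% = DMSO wells with 35 nM protein and 100% = DMSO wells with 750 nM protein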
# Target sequence (P20393 whole entry, looked up): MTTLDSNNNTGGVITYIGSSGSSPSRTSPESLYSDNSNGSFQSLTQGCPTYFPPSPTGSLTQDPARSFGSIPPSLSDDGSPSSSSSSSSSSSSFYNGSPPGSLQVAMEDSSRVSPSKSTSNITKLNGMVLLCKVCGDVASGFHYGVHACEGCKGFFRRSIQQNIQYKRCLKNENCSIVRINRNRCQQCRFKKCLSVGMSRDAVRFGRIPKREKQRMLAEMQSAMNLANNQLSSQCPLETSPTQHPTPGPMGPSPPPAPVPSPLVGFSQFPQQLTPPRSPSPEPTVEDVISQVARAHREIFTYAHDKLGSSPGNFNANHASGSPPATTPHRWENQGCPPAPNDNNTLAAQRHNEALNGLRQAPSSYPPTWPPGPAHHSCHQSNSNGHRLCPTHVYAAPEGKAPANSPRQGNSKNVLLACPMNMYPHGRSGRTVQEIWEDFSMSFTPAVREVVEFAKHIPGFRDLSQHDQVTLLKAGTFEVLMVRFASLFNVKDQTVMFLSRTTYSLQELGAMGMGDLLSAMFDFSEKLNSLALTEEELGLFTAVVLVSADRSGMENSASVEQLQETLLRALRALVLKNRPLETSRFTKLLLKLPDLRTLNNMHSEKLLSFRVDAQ
# PRMT1 FP inh: PRMT1 methyltransferase inhibitors, primary screen, biochemical, fluorescence polarization; recombinant PRMT1, activity-based probe fluorescence polarization; inhibition, % at 2.79 µM; 370,000 tested, 1.3% active;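 active = inhibition above about 21% made by adding two undisclosed values, limit read from the data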
# ABHD4 inh: ABHD4 inhibitors, primary screen, biochemical, fluorescence polarization, mouse; 370,000 tested, 0.54% active; inhibition, % at 8.92 µM; purified mABHD4, FP-Rh probe fluorescence polarization; (Lyso)-N-acylphosphatidylethanolamine lipase (Mus musculus), Q8VD66;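 active = inhibition exceeding the mean over every tested compound plus 3 SD, cut at about 30% in these data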;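 note: 0% = plate median of compound wells and 100% = S159A mutant with DMSO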
# Target sequence (Q8VD66 whole entry, looked up): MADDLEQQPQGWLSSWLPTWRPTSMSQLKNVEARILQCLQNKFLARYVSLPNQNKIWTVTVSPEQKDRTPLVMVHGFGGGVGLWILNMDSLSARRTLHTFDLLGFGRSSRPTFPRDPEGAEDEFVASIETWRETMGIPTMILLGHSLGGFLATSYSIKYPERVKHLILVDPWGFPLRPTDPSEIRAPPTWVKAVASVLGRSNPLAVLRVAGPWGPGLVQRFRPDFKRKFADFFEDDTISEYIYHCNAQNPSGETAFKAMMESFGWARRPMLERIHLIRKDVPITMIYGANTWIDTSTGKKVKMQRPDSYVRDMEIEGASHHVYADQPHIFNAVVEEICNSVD
#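 System: mouse ABHD4 enzyme, wild type / Medium: HEPES pH 7.0, NaCl, Pluronic buffer / Reagent: FP-Rh activity-based fluorescent probe / Control set: S159A mutant high control, sample median low control / Detection: fluorescence polarization with parallel and perpendicular emission, 525/598 nm / Schedule: 45 min + 60 min at 25 °C / Compound dosing: 8.92 µM, single dose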
# rCAG RNA binder: binders of r(CAG) RNA repeats, primary screen, biochemical, fluorescence; r(CAG) RNA repeat, TO-PRO-1 dye displacement fluorescence; inhibition, % at 3 µM; 370,000 tested, 1.3% active; AID 651821, 2012;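 active = inhibition above the plate cutoff, the mean of all test compounds on that plate plus 3 SD, cut at about 35% in these data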;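 note: 0% = DMSO alone and 100% = 100 µM mitoxantrone as full dye displacement; higher means more dye released from RNA so lower well fluorescence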
# PG9 binder: binders of HIV-1 gp120 antibody PG9, primary screen, biochemical, TR-FRET | inhibition, % at 6.7 µM | HIV-1 gp120 / PG9 antibody interaction | 360,000 tested, 0.43% active | TR-FRET gp120-PG9 antibody binding; in the data active = inhibition above about 8.5%
# TCR-CD3 inh: inhibitors of human TCR-CD3 interaction, primary screen, biochemical, fluorescence, TAMRA-labeled TCR probe. 360,000 tested, 0.37% active. inhibition, % at 9.4 µM. AID 651800, 2012; in the data active = inhibition above about 19%;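 note: recombinant mutant TCR 2C K166C tagged with TAMRA read by polarization; 0% = receptor in buffer alone and 100% = receptor with positive control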
# MBD2 inh: inhibitors of MBD2 binding to methylated DNA, primary screen, biochemical, TR-FRET, DNA-binding domain, human. MBD2 binding to methylated oligonucleotide. Methyl-CpG-binding domain protein 2 (Homo sapiens), Q9UBB5. inhibition, % at 4.4 µM. 370,000 tested, 0.31% active. AID 686964, 2013; in the data active = inhibition above about 13%
# LEDGF integ inh: blockers of LEDGF/p75-dependent integrase strand transfer – biochemical, TR-FRET, high throughput, primary screen; TR-FRET IN-LEDGF/p75 DNA integration, Eu/Cy5; HIV-1 integrase (with human LEDGF/p75); AID 743269, 2014; inhibition, % at 3.7 µM; 370,000 tested, 0.64% active;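 active = inhibition above the screen-wide mean plus 3 SD, cut at about 13% in these data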;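 note: signal is the Cy5 over europium emission ratio at 671 and 618 nm; 0% = plate median of compound wells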
# HTRA1 inh: HTRA1 serine protease inhibitors, primary screen, biochemical, fluorescence polarization, HTS. Q92743. recombinant HTRA1, FP-rhodamine activity-based probe. inhibition, % at 5.96 µM. 340,000 tested, 0.5% active; in the data active = inhibition above about 36%;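 note: 0% = enzyme with DMSO and 100% = wells lacking enzyme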
# UHRF1 binding: UHRF1 methylated DNA binding inhibitors, primary screen, counter-screen for MBD2 inhibitor project, biochemical, TR-FRET, human UHRF1, single concentration; E3 ubiquitin-protein ligase UHRF1 (Homo sapiens), Q96T88; UHRF1 binding to methylated oligo; inhibition, % at 4.4 µM; 370,000 tested, 0.75% active; AID 687016, 2013; in the data active = inhibition above about 21%;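 note: UHRF1 SRA domain binding a hemimethylated CpG hairpin DNA probe; 0% = median of test compound wells and 100% = reference inhibitor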
# An asterisk follows results filed as active; . = no result given. A portion of the library; rates above refer to the full screens.
SMILES,NR1D1 modulator,PRMT1 FP inh,ABHD4 inh,rCAG RNA binder,PG9 binder,TCR-CD3 inh,MBD2 inh,LEDGF integ inh,HTRA1 inh,UHRF1 binding
Cc1noc(NS(=O)(=O)c2ccc(NC(=O)CCCOc3ccc(Cl)cc3Cl)cc2)c1C,6.6,-1.6,-4.9,86.8*,-0.9,4.6,-1.0,0.8,-18.8,-2.5
C=CCNC(=O)C1CCCN(S(C)(=O)=O)C1 (stereo not drawn),-1.8,-0.8,7.3,-2.6,0.8,-0.5,-3.6,-1.0,-4.7,-4.3
CC(C)C1C(=O)N(Cc2cn(CCC3OCCCO3)nn2)CCS(=O)(=O)N1Cc1ccc(-c2ccc(F)nc2)cc1 (stereo not drawn),0.6,5.2,6.0,3.4,-0.6,-2.6,-0.5,-0.5,4.7,2.6
Cc1cccc(C(=O)NC2CCN(C(=O)Nc3ccc(F)cc3)CC2)c1,1.9,-0.5,3.0,-2.5,-0.7,6.4,0.6,-3.3,-2.7,-2.7
Cn1c(Cn2c(=O)sc3ccccc32)nnc1SCc1ccccn1,-5.9,2.6,-1.6,-1.0,0.1,0.2,-3.9,-1.8,4.6,-2.3
CCc1ccc(N(C(=O)c2csnn2)C(C(=O)NC(C)(C)CC)c2ccccn2)cc1 (stereo not drawn),6.0,-0.8,-1.4,-7.4,1.6,-0.2,-3.9,5.5,1.1,0.6
COc1ccccc1C(=O)N1CC2(C)CC1CC(C)(C)C2 (stereo not drawn),-6.8,-1.0,3.7,-4.8,-2.8,2.1,2.4,-2.5,5.1,1.8
CCSc1nc(N2CCOCC2)c2c(c1C#N)CC(C)(C)N(C)C2,4.0,1.7,-1.5,-6.9,0.3,-13.0,-6.0,0.9,3.1,3.6
COc1ccc([N+](=O)[O-])cc1NS(=O)(=O)Cc1ccccc1,-4.7,-2.0,-2.9,0.9,1.0,-3.2,3.9,7.1,8.3,-2.3
CC(C)(Cc1ccccc1)NC(=O)C(=O)c1cn(CC(=O)N2CCOCC2)c2ccccc12,1.6,4.4,0.6,-1.8,-1.9,-8.3,4.0,-4.0,-3.3,-0.4
CCn1cc(C(=O)OCC(=O)N2C(C)CCCC2C)c(=O)c2ccc(C)nc21 (stereo not drawn),-0.8,3.5,-1.2,-8.4,-1.5,-3.2,3.0,-4.5,3.2,0.3
CC(C)C(=O)NC(NC(=S)Nc1ccc(S(N)(=O)=O)cc1)C(Cl)(Cl)Cl (stereo not drawn),2.7,-1.1,16.2,45.7*,-1.1,3.3,4.8,-1.1,-4.2,0.6
Cc1cc(=O)oc2cc(OCC3CC(c4ccc(Cl)cc4)=NO3)ccc12 (stereo not drawn),79.6*,-3.0,2.2,3.3,-1.0,-0.4,-2.0,2.9,2.1,2.1
Fc1ccc(N=Cc2ccc[nH]2)cc1,4.6,-2.4,2.9,-1.1,-2.6,9.8,1.3,-0.4,10.1,-0.6
Cc1ccccc1CS(=O)(=O)c1nnc([C@H](Cc2ccccc2)NC(=O)OC(C)(C)C)o1,-3.5,37.8*,10.4,-0.3,0.4,1.7,-1.3,2.0,-4.1,-6.1
c1ccc(-c2nc(NCC3CCCO3)c3oc4ccccc4c3n2)cc1 (stereo not drawn),-4.4,2.0,-8.9,5.9,-2.7,-2.9,3.1,-0.4,-62.8,2.3
CC1(C(=O)NCc2ccccc2)CN(S(C)(=O)=O)CC(=O)N1CCc1c[nH]c2ccccc12 (stereo not drawn),-3.6,-1.8,6.3,3.2,-0.9,0.7,4.6,-2.5,.,3.1
O=c1c2ccccc2ncn1-c1ccc([N+](=O)[O-])cc1[N+](=O)[O-],-3.9,-4.3,2.5,0.1,-1.6,-7.8,-2.0,3.1,4.0,-3.8
CCOC(=O)CSc1ccc(S(=O)(=O)N(C)C2CCCCC2)cc1[N+](=O)[O-],7.6,4.0,-6.9,1.6,-2.2,0.1,-3.1,-2.0,-13.8,0.6
Nc1nncn1C(=O)CCCN1C(=O)c2ccccc2C1=O,-1.1,1.0,-2.6,-1.7,1.6,-0.1,-0.1,-2.3,2.5,0.8
CCc1ccc(OCCOCC(O)CNC2CCCC2)cc1 (stereo not drawn),-7.7,-1.0,-1.2,2.2,-0.2,1.8,2.6,0.7,-1.5,0.0
CC(=O)c1nn(-c2ccc(Br)cc2)cc1C(=O)c1ccccc1,5.6,-1.6,4.3,1.8,1.6,-0.1,0.8,-2.4,3.0,2.5
COc1ccc(NC(=O)CSc2nnc(-c3cccs3)n2Cc2ccco2)cc1OC,-1.6,3.4,3.7,0.1,-0.6,2.0,2.8,-0.2,-3.9,-1.3
COc1ccc(-c2oc3ccccc3c2C(=O)OCc2ccccc2OC)cc1,-6.1,0.5,-7.9,6.6,-2.7,9.3,-0.3,1.5,-46.0,12.0
Cc1cccc(N2C(=S)N=C(Nc3c(C)cccc3C)C23CCOC(C)(C)C3)c1 (stereo not drawn),3.1,0.0,1.6,0.8,1.3,1.3,1.2,-1.4,1.2,1.6

# 2 successive entries out of the list so far, quoted:
SMILES,NR1D1 modulator,PRMT1 FP inh,ABHD4 inh,rCAG RNA binder,PG9 binder,TCR-CD3 inh,MBD2 inh,LEDGF integ inh,HTRA1 inh,UHRF1 binding
Cc1noc(NS(=O)(=O)c2ccc(NC(=O)CCCOc3ccc(Cl)cc3Cl)cc2)c1C,6.6,-1.6,-4.9,86.8*,-0.9,4.6,-1.0,0.8,-18.8,-2.5
C=CCNC(=O)C1CCCN(S(C)(=O)=O)C1 (stereo not drawn),-1.8,-0.8,7.3,-2.6,0.8,-0.5,-3.6,-1.0,-4.7,-4.3

# Single records, from the list above.
# Cc1cccc(C(=O)NC2CCN(C(=O)Nc3ccc(F)cc3)CC2)c1 is entered as NR1D1 modulator: 1.9; PRMT1 FP inh: -0.5; ABHD4 inh: 3.0; rCAG RNA binder: -2.5; PG9 binder: -0.7; TCR-CD3 inh: 6.4; MBD2 inh: 0.6; LEDGF integ inh: -3.3; HTRA1 inh: -2.7; UHRF1 binding: -2.7
# CC(=O)c1nn(-c2ccc(Br)cc2)cc1C(=O)c1ccccc1 is entered as NR1D1 modulator: 5.6; PRMT1 FP inh: -1.6; ABHD4 inh: 4.3; rCAG RNA binder: 1.8; PG9 binder: 1.6; TCR-CD3 inh: -0.1; MBD2 inh: 0.8; LEDGF integ inh: -2.4; HTRA1 inh: 3.0; UHRF1 binding: 2.5

# More compounds follow.
SMILES,NR1D1 modulator,PRMT1 FP inh,ABHD4 inh,rCAG RNA binder,PG9 binder,TCR-CD3 inh,MBD2 inh,LEDGF integ inh,HTRA1 inh,UHRF1 binding
O=C(COC(=O)/C=C/c1ccccc1[N+](=O)[O-])NNC(=O)c1ccc(F)cc1,-0.1,-4.8,2.3,4.2,-1.4,3.4,3.0,5.8,0.8,-1.4
CC1CCCC(NC(=O)c2cc(S(=O)(=O)N3CCCCC3)c[nH]2)C1C (stereo not drawn),2.8,3.9,-1.1,1.3,-1.7,-6.5,3.8,0.6,.,-1.7
CCN=C1SC(CC(=O)NC(C)c2ccccc2)C(=O)N1CC (stereo not drawn),-1.6,-1.0,3.4,-2.7,0.5,11.0,-2.2,-1.3,3.9,-0.9
Cn1c(SCC(=O)n2c3c(c4ccccc42)CCCC3)nnc1-c1ccccc1,-1.1,-1.5,-0.8,-1.9,-0.5,10.3,-2.2,0.8,-2.2,-0.9
O=C(Oc1ccc2ccc(=O)oc2c1)C1CCCCC1,-10.1,-0.7,4.6,-1.8,-0.5,1.8,-1.5,4.4,2.8,-1.8
COc1ccncc1-c1ccccc1C1=CC(=O)CC(C)(C)C1=O,3.9,-1.2,-5.5,4.0,-2.6,-0.9,-2.2,1.3,6.2,-5.9
O=C(O)[C@H](Cc1ccccc1)NC(=O)C(c1ccccc1)(c1ccccc1)c1ccccc1,1.1,-0.9,1.8,37.9*,-0.2,7.0,-3.2,-0.7,-15.8,20.3
O=C(C1COc2ccccc2O1)N1CCN(S(=O)(=O)c2cc(F)ccc2F)CC1 (stereo not drawn),2.1,1.3,-3.2,-0.3,-0.1,-1.3,-4.8,1.3,-8.8,-2.0
C[C@H](NC(=O)[C@@H]1Cc2ccccc2CN1C(=O)OC(C)(C)C)C(=O)NCC1CCCO1 (stereo partly drawn),-2.7,1.0,0.4,-4.0,-3.3,-3.5,0.4,-0.4,5.5,-1.5
Cn1cc([C@]2(O)C(=O)Nc3cccc(Cl)c32)c2ccccc21,4.4,-1.1,-0.6,1.1,-3.5,5.1,-0.5,-1.2,.,-1.4
COC(=O)c1c(C)nc2ccccc2c1C(=O)O,-5.6,0.5,2.8,-1.1,-1.7,0.2,1.1,-1.7,4.7,2.4
CCCc1cc(=O)oc2c(C)c(OC(C)C(=O)NCC(O)c3ccccc3)ccc12 (stereo not drawn),2.7,0.1,3.5,-4.8,-1.0,6.7,3.7,1.0,-7.5,-1.1
COC(=O)c1ccc(NC(=S)NNC(=O)CC(C)C)cc1,-6.6,7.0,-6.8,-0.9,1.3,-9.2,-3.7,0.1,1.0,1.5
CCCC(=O)OC12CCCN(C1)/C(=C/c1cccc(Cl)c1)C2 (stereo not drawn),4.7,-0.2,-2.1,-1.3,.,.,3.7,-1.3,.,0.1
CCOc1nc(-c2ccccc2)ncc1Oc1ccccc1,0.2,1.6,0.6,-2.0,1.8,4.3,-1.1,-4.8,.,-0.7
Cc1ccc(N2C(=O)CC(Sc3ccccc3C(=O)O)C2=O)cc1 (stereo not drawn),-1.7,85.6*,-0.8,0.7,-0.5,-8.2,3.1,-1.1,1.2,4.8
O=C(O)C(c1ccccc1)C1(O)CCCC1 (stereo not drawn),-1.0,-0.4,-2.1,-0.3,-0.7,6.0,1.1,-0.8,3.5,0.8
CCOc1ccccc1NC(=O)NCCc1c[nH]c2ccccc12,-1.4,-1.6,-12.4,-1.7,-1.5,3.1,-3.8,2.0,-5.3,-1.0
Cc1ccccc1N/C(SCc1ccc(Cl)cc1)=C(/C#N)C(N)=O,-1.4,12.1,-20.6,-0.5,-2.0,-2.9,1.4,-6.1,-17.0,1.4
CC(C)CCN(C(=O)Nc1ccc(Cl)cc1)C1CCN(C(C)C)CC1,-2.0,1.7,-0.9,-5.3,0.2,-1.9,-0.4,-2.0,1.5,0.3
CCN(CC)S(=O)(=O)c1cccc2cccnc12,4.1,-0.3,-0.5,-1.8,-1.1,8.8,0.4,-0.9,5.5,-4.5

# Reformatted with bars between the fields: entries from further up
Structure | NR1D1 modulator | PRMT1 FP inh | ABHD4 inh | rCAG RNA binder | PG9 binder | TCR-CD3 inh | MBD2 inh | LEDGF integ inh | HTRA1 inh | UHRF1 binding
CCSc1nc(N2CCOCC2)c2c(c1C#N)CC(C)(C)N(C)C2 | 4.0 | 1.7 | -1.5 | -6.9 | 0.3 | -13.0 | -6.0 | 0.9 | 3.1 | 3.6
COc1ccc([N+](=O)[O-])cc1NS(=O)(=O)Cc1ccccc1 | -4.7 | -2.0 | -2.9 | 0.9 | 1.0 | -3.2 | 3.9 | 7.1 | 8.3 | -2.3
